All columns: NCI-60 one-dose screen, growth in % after 48 h at 10 µM unless noted; 100 = growth as untreated, 0 = no growth, -100 = all killed.
HL-60(TB): HL-60(TB) leukemia cells. actives 9% (n = 78,000); active = growth percent below 10
Active calls of the source: *; & = joins results of further samples. Not all compounds are listed (hit frequency here may not be typical).

Preview:
molecule	HL-60(TB)
COC(=O)CCC(NS(=O)(=O)/N=C1\NC(=O)NC1=C(Cl)Cl)C(=O)OC (configuration not stated)	98
COc1ccc(-c2ccc(NC(=O)Nc3ccc(Cl)c(C(F)(F)F)c3)c(C)n2)cc1	32
OCC(c1ccccc1)[n+]1ccccc1 (configuration not stated)	67&101
Cn1c(O)c(N=NC(=O)c2ccco2)c2ccccc21	102
COc1ccc(C(C#N)c2ccc(OC)cc2)cc1	91
Nc1cc(-c2c[nH]c3ccc(Br)cc23)nc2cc(-c3c[nH]c4ccccc34)nn12	-15*
C=CC(=O)N[C@@H](/C=C/C(=O)OCC)Cc1ccc(-c2cc(F)cc(F)c2)cc1	109
CC(C)CSc1nc(Nc2ccccc2)c(C#N)c(-c2ccc(F)cc2)n1	73
COc1ccc(C2=NNC(c3ccc(Oc4nc5c(c(=O)n(C)c(=O)n5C)n4C)c(OC)c3)C2)cc1 (configuration not stated)	91
CCCCC(O)(c1ccc(Cl)cc1)C(CN1CCOCC1)c1ccc(Cl)cc1 (configuration not stated)	54
COc1cc(C2CC(c3ccc(Cl)c(Cl)c3)=NN2c2ccccc2)cc(OC)c1OC (configuration not stated)	61
CC1=NN(c2ccccc2)C(=O)C1O (configuration not stated)	104
COc1cccc(OC)c1C(=O)Nc1cccc(-c2cc(=O)c3ccccc3o2)c1	101
O=C1CCN(c2ccc3ccccc3c2)C(=S)N1	99
Oc1ccc(Cl)cc1Cl	126
COC(=O)c1ccc(NC(=O)c2ccc(-c3cccc(N)c3)o2)cc1	93

The whole of this part (from the top)
molecule	HL-60(TB)
COC(=O)CCC(NS(=O)(=O)/N=C1\NC(=O)NC1=C(Cl)Cl)C(=O)OC (configuration not stated)	98
COc1ccc(-c2ccc(NC(=O)Nc3ccc(Cl)c(C(F)(F)F)c3)c(C)n2)cc1	32
OCC(c1ccccc1)[n+]1ccccc1 (configuration not stated)	67&101
Cn1c(O)c(N=NC(=O)c2ccco2)c2ccccc21	102
COc1ccc(C(C#N)c2ccc(OC)cc2)cc1	91
Nc1cc(-c2c[nH]c3ccc(Br)cc23)nc2cc(-c3c[nH]c4ccccc34)nn12	-15*
C=CC(=O)N[C@@H](/C=C/C(=O)OCC)Cc1ccc(-c2cc(F)cc(F)c2)cc1	109
CC(C)CSc1nc(Nc2ccccc2)c(C#N)c(-c2ccc(F)cc2)n1	73
COc1ccc(C2=NNC(c3ccc(Oc4nc5c(c(=O)n(C)c(=O)n5C)n4C)c(OC)c3)C2)cc1 (configuration not stated)	91
CCCCC(O)(c1ccc(Cl)cc1)C(CN1CCOCC1)c1ccc(Cl)cc1 (configuration not stated)	54
COc1cc(C2CC(c3ccc(Cl)c(Cl)c3)=NN2c2ccccc2)cc(OC)c1OC (configuration not stated)	61
CC1=NN(c2ccccc2)C(=O)C1O (configuration not stated)	104

The list continues:
molecule	HL-60(TB)
COc1cccc(OC)c1C(=O)Nc1cccc(-c2cc(=O)c3ccccc3o2)c1	101
O=C1CCN(c2ccc3ccccc3c2)C(=S)N1	99
Oc1ccc(Cl)cc1Cl	126
COC(=O)c1ccc(NC(=O)c2ccc(-c3cccc(N)c3)o2)cc1	93
CN(C)C(=O)OCc1nc2c(N3CCOCC3)nc(Cl)nc2n1C	101
Cc1nn(-c2ccccc2)c2ncn(/N=C/c3ccccc3)c(=N)c12	99
N#Cc1nc(CC(=O)c2ccncc2)c(CC(=O)c2ccncc2)nc1C#N	81
COc1cc(C2CC(=O)c3c(C)nn(-c4nc5ccccc5[nH]4)c3C2)cc(OC)c1OC (configuration not stated)	132
CCN(CC)c1ccc(/C=C(\C#N)c2cc3ccccc3[nH]2)cc1	46
CC(N)CCCc1ccccc1 (configuration not stated)	99
CC(=O)[C@@]12O[C@](C)(c3ccccc3)O[C@@H]1CC1C3CCC4=CC(=O)CC[C@]4(C)C3CC[C@@]12C (some centres not stated)	0.6*
c1ccc(COc2ccc(Nc3ncnc4onc(-c5ccccc5)c34)cc2)cc1	97

More entries follow:
molecule	HL-60(TB)
COc1ccc2cc(C(C)C(=O)Nc3ccc(-c4nnc(C5CCCCC5)s4)cc3)ccc2c1 (configuration not stated)	117
O=C(NCCCNc1nccc(-n2ccc3cccnc32)n1)C1CCCCC1	108
Cc1cc(NCc2cn(-c3ccc(C(F)(F)F)cc3)nc2-c2ccc(C(=O)O)cc2)ccc1F	91
CCC(CC)NCCOC(=O)c1ccccc1	116&101
COC(=O)C1=C(C)NC(=O)NC1c1ccc2c(c1)OCO2 (configuration not stated)	120
N#Cc1ccc2c(c1)N(CCCN1CCC(O)CC1)c1ccccc1S2	107
COc1ccc(C(=O)c2sc(Nc3cccc(F)c3)nc2N)cc1	110
Nc1ccc(S(=O)(=O)Nc2nc(/C=C/c3ccccc3)cc(-c3cc(/C=C/c4ccccc4)nc(NS(=O)(=O)c4ccc(N)cc4)n3)n2)cc1	100
O=Cc1cnc(C2OCCO2)s1	106
CCCCOc1ccc(NC(=O)n2nc(N=NN(C)C)c3ccc(Cl)cc32)cc1	107
COC(=O)c1cccc(C)c1[N+](=O)[O-]	103
COC(=O)C1CCCN1C(=O)[C@@H]1CCCN1C(=O)[C@H](Cc1c[nH]c2ccccc12)NC(=S)Nc1cc(C(F)(F)F)cc(C(F)(F)F)c1 (some centres not stated)	-44*

Next part
molecule	HL-60(TB)
Nc1c(C(=O)O)cc(Cl)cc1S(=O)(=O)O	94
O=C1c2c(O)ccc(Cl)c2C(=O)c2c(O)ccc(Cl)c21	90
CCCCN1CCN(c2ccc3nc(-c4ccc5nc(-c6cc(OC)c(OC)c(OC)c6)[nH]c5c4)[nH]c3c2)CC1	86
CC(=O)OCCCCC[n+]1ccc(SCC(=O)n2ccc3ccccc32)c2ccccc21	109
c1coc(C2=NC(c3ccco3)C(c3ccco3)N2)c1 (configuration not stated)	84&111
CCCCCOC(=O)N1CCCCC1	98
Cc1ccc(CN(C(=O)CNC(=O)OC(C)(C)C)C(C(=O)NC(C)(C)C)c2ccccc2)o1 (configuration not stated)	123
O=C(O)CCC(NC(=O)OCc1ccccc1)C(=O)O (configuration not stated)	108
COc1ccc(-c2nn(-c3cccc(Cl)c3)cc2-c2c(C#N)c(=O)n3[nH]c(-c4ccc(C)o4)nc3c2C#N)cc1	36
O=[N+]([O-])c1ccc(-c2cc3c(Nc4ccc5c(cnn5Cc5ccccc5)c4)ncnc3s2)cc1	101
CO[C@@]12C=C[C@@]34CCC(=O)N3c3ccccc3[C@@H](O1)C4C2	97
CCOc1ccccc1/C=N\NC(=O)CCCCCCCCC(=O)N/N=C\c1ccccc1OCC	92

More entries
molecule	HL-60(TB)
COc1cccc(/C=C2\SC(=Nc3ccc(NC(C)=O)cc3)NC2=O)c1OC	101
CC(=O)/C=C(\C)Nc1ccccc1O	67
Nc1cc(N)nc(S(=O)O)n1	86
Cc1ccc(S(=O)(=O)N(C)CC(=O)NNC(=O)CSc2ccc(F)cc2)cc1	92
COc1ccc(COC2CCC(=O)N2)cc1O (configuration not stated)	99
S=C(Nc1ccc(OCc2nc3ccc(Cl)cc3[nH]2)cc1)NC1CCCCC1	-37*
O=C1CC(c2ccccc2)Oc2ccc(Cl)cc21 (configuration not stated)	88
CC1=CC(=O)C(C(C)C)=CC1=O	108
COc1ccc(/C=C2\C(=O)N(c3nc(-c4c(O)cc(C)oc4=O)cs3)N=C2C)cc1OC	101
O=C1NC(=O)C(=Cc2c(Cl)cccc2Cl)C(=O)N1	101&85
Cc1ccc(S(=O)(=O)N(CC[C@@H]2C[C@H]2c2cc3ccccc3o2)C(=O)NC2CCCCC2)cc1	105
C/C(=N\NC(N)=O)c1c(O)sc(=O)[nH]c1=O	96

Next section
molecule	HL-60(TB)
CCN(CC)N=Nc1nn(C(=O)Nc2ccc(Cc3ccccc3)cc2)c2ccc(Cl)cc12	60
Cc1ccc(NC(=O)Nc2cc(C(C)C)ccc2C)cc1	87
Cc1ccc(I)c(C)c1	97
Cc1cc(/C=C2\C=Cc3ccccc32)ccc1N(C)C	67
O=C(Oc1ccc(NC(=O)c2cc3c(cc2Br)OCO3)cc1)c1ccccc1	105
COc1cccc(Oc2nc(Nc3ccc(N4CCOCC4)cc3)ncc2NC(=O)Nc2cc(Cl)cc(Cl)c2)c1	90
CCOC(C)C(Nc1ccc(C(=O)O)cc1)C(=O)Nc1ccc(C(=O)O)cc1 (configuration not stated)	108
CC(=O)OC[C@H]1OC(Sc2sc(C(=O)c3ccc(Cl)cc3)c(N)c2-c2nc3ccccc3s2)[C@H](OC(C)=O)[C@@H](OC(C)=O)[C@H]1OC(C)=O (some centres not stated)	105
CCn1cc(C(=O)O)c(=O)c2cc(F)c(N3CCN(C(=O)CSc4nc(-c5ccc(C)cc5)c(C#N)c(=O)[nH]4)CC3)cc21	102
CCN(CC)CCCCCNc1cc(OC(=O)c2ccc(Cl)cc2)cc2cccnc12	7.0*
Cc1ccc(NC(=O)c2ccc(CN3CCN(C)CC3)cc2)cc1Oc1ccc(-c2[nH]nc3ncnc(N)c23)cc1	126
CCc1cc(-c2cc(CC)nc(N)n2)nc(N)n1	85

Carrying on:
molecule	HL-60(TB)
CN(C)CCCN1c2ccccc2Oc2ccc(Cl)cc21	43
O=C(Cn1nncc1CN1C(=O)CSC1=O)Nc1ccc(F)c(Cl)c1	99
CCCCc1oc2ccc([N+](=O)[O-])cc2c1C(=O)c1ccc(C#CC2CCCC2)cc1	95
c1ccc2c(c1)nc(-c1ccncc1)c1cccn12	89
CC(=O)Nc1ccc(S(=O)(=O)Nc2ccc(S(=O)(=O)c3ccc(NS(=O)(=O)c4ccc(NC(C)=O)cc4)cc3)cc2)cc1	91
Cc1cccc(C(N)=O)c1	150
COc1ccc2c(C)c(-c3ccc(Cl)cc3)c(=O)oc2c1	66
COc1ccc(C2c3c([nH]c(=S)[nH]c3=O)Nc3[nH]c(=S)[nH]c(=O)c32)cc1	99
COc1cc(OC)cc(-c2n/c(=C\c3c(O)[nH]c4ccc(OC)cc34)cc3c2=Nc2ccccc2-3)c1	80
CCCSc1nc(NCCc2c[nH]c3ccccc23)c(C#N)c(-c2ccccc2)n1	70
C=CC(=O)Nc1ccc(C)c(Oc2ccc(Cl)cc2)c1	54
CCOC(=O)c1ccc(Nc2ccnc(SCC(=O)c3ccc(C#N)cc3)n2)cc1	76

Other results follow:
molecule	HL-60(TB)
COc1ccc(CSC(=S)NNc2ccccc2)cc1	101
CO[C@H]1O[C@@H]2COC(=O)CCc3ccccc3C(=O)[C@H]2CC1(OC)OC	112
O=C(O)CNC(=O)c1cccc([N+](=O)[O-])c1	97
O=[N+]([O-])c1c(F)cc(F)cc1F	95
O=c1[nH]c(=O)n(CCCc2ccccc2)cc1-c1ccccc1	97
O=C(N=Nc1c(O)[nH]c2ccccc12)Nc1ccc(Br)cc1	70
O=C(O)CC(C(=O)O)N1C(=O)/C(=C/c2cn(-c3ccccc3)nc2-c2ccccc2)SC1=S (configuration not stated)	101
OC(COc1ccc(Cl)cc1)CN1CCN(c2cccc(Cl)c2)CC1 (configuration not stated)	82
COc1cc2oc(-c3ccc(NC(=O)c4ccc(C(F)(F)F)cc4)cc3)cc(=O)c2c(OC)c1OC	95
Cc1cccc(N=NC(C#N)C#N)c1	92
CCOC(=O)C1=C(c2ccccc2)N=c2s/c(=C\c3cc(C)n(-c4ccc(F)cc4)c3C)c(=O)n2C1c1cccc(OC)c1OC (configuration not stated)	108
CCN(CC)c1nc(NNC(=O)c2ccccc2)nc(N(CC)CC)n1	98

Following part:
molecule	HL-60(TB)
COc1ccc(C(=O)C[n+]2ccccc2)c(OC)c1	84
O=C(CC(CC(=O)c1cccs1)c1ccc(O)cc1)c1cccs1	82
CC1(C)CC[C@]2(CO)CC[C@]3(C)[C@](O)([C@H](O)C[C@@H]4[C@@]5(C)CCCNC(C)(C)[C@@H]5CC[C@]43C)[C@@H]2C1	71
COc1ccc(-c2cc(=O)oc3c4c(ccc23)OCN(Cc2ccc(F)cc2)C4)cc1	48
Nc1ccc(-c2cn3cc(Cl)sc3n2)cc1	70
CCOC(=O)C1=C(C)NC(SCc2nnc(-c3ccc(Cl)cc3)o2)=NC1c1ccccc1 (configuration not stated)	62
CC(=O)OC1CCCC(CN)C1C (configuration not stated)	71
N#CC(NC(=O)CCl)=C(Cl)Cl	-58*
O=c1cc(-c2ccccc2)ss1	87
COc1ccc2c(c1)C(=O)/C(=C/c1cccc(OCC(=O)Nc3nc(C)c(C)s3)c1)O2	-79*
CC1COS(=O)(=O)C1 (configuration not stated)	105
CC(=O)[C@H]1CC[C@H]2[C@@H]3CCc4cc(O)ccc4[C@H]3CC[C@]12C	92

Other results
molecule	HL-60(TB)
O=C1CCc2ccc(OCc3cn(Cc4ccccc4)nn3)cc2N1	120
N/C(=N/N=C/c1cc(Br)cc(Br)c1O)NO	104
COc1ccc(C2CCN(Cc3ccccc3)CCO2)cc1 (configuration not stated)	95
CC(C)c1cccc(Br)c1	90
CCSc1nc(N)c2c(c1C#N)C(O)(c1ccccc1)NC2=O (configuration not stated)	80
C/C(=C(/c1ccccc1)c1ccc(N2C(=O)c3cccc4c(NCc5ccccc5)ccc(c34)C2=O)cc1)c1ccccc1	103
Oc1ccc(-c2nc(N3CCOCC3)c3c4c(sc3n2)CCCC4)cc1	87
CCC(COC(=O)CS)(COC(=O)CS)COC(=O)CS	89
COCOc1ccc2c(=O)c(C)c(C(=O)N[C@@H](Cc3ccccc3)C(O)C(=O)NCc3ccccc3)oc2c1 (some centres not stated)	110
O=C(O)CCC(NC(=O)C1CCCCC1C(=O)O)C(=O)O (configuration not stated)	76

Bioassay records from PubChem BioAssay.
